# Bioassay records from PubChem BioAssay.
# DRD3 agonist: agonists of human D3 dopamine receptor. P35462. D3R DiscoveRx beta-arrestin cells, luminescence, 90 min. max activation, %. actives 0.58% (n = 410,000). AID 652048; in the data active means max activation above about 30%; further: 0% is about no effect; mostly tested at two doses, the higher about 12 µM
# Target sequence (P35462 whole entry, looked up): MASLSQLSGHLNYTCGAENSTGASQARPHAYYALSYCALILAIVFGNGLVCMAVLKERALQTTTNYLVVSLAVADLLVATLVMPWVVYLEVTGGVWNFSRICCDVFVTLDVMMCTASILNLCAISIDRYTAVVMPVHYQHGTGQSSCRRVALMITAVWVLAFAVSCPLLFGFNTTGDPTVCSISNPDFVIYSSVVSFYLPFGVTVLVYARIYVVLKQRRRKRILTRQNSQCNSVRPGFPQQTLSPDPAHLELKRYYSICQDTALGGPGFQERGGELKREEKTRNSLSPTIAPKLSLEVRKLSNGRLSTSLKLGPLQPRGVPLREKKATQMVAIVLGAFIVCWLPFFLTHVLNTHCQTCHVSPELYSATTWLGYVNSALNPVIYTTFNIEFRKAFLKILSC
#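 Agonist-mode cell screen: cells plated at 1500/well and incubated overnight at 37 °C, then exposed to library compounds for 90 min at 37 °C. Detection reagent was added for 30–60 min at room temperature, and luminescence was read.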
# PTHR1 agonist: agonists of human PTHR1 parathyroid hormone receptor; Q03431; HEK293 GP2 PTHR1 cells, GloSensor cAMP luminescence, 1 h; Potency, µM (doses to about 115 µM), inactives show at the highest dose activation, hits mostly activators; actives 0.075% (n = 410,000); further: potency means the concentration at half of the fitted maximal effect; nearly all actives have a fitted effect of over 55% in size; some results filed as inactive show a strong effect at the top dose; inactives centre near -15; many of its hits are not listed in these tables
#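 HEK-293-derived GP2 cells expressing PTHR1 and a GloSensor cAMP reporter, 3,000/well, plated overnight, given luciferin plus IBMX (each 0.5 mM as added) for 1 h at 37 °C, then compound for 1 h at 37 °C. Luminescence was read after 15 min at room temperature.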
# GLP1R inv ag: inverse agonists of human GLP-1 receptor | HEK293 GLP-1R CRE-luciferase, luminescence, 24 h; GLP-1R form is constitutively active | Potency, µM (doses to about 38.3 µM), for inactives: at the top dose activity change, negative = inhibition, most hits filed as inhibitors | actives 1.6% (n = 410,000) | P43220; further: potency means the concentration at half of the fitted maximal effect; on the % scale 0 is the no-effect control and ±100 the full control effect; nearly all actives have a fitted effect of over 55% in size
# Target sequence (P43220 whole entry, looked up): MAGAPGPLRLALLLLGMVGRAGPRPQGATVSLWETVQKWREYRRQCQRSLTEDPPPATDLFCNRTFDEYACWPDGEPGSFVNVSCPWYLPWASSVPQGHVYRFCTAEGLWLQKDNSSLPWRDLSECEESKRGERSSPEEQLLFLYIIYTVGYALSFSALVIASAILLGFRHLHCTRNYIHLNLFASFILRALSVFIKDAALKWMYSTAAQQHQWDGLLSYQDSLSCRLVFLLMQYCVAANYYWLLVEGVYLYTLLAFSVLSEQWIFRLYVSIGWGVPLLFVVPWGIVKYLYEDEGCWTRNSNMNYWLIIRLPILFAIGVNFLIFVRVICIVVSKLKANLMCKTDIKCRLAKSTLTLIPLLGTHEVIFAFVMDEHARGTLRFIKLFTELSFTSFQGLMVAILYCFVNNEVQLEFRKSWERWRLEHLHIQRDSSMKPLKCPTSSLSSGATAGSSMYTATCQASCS
#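 Assay principle: reduced luminescence from a cAMP-responsive reporter in HEK293 cells co-expressing a constitutively active GLP-1R. Conditions: 24 hr compound incubation, 37 deg C, 5% CO2.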
# GLP-1R agonist: GLP-1 receptor (human) agonism; AID 624172; HEK293 GLP-1R CRE-luciferase, luminescence, 4-6 h; cells express a hypersensitive GLP-1R form; actives 0.007% (n = 380,000); Potency, µM (series often up to 45.6 µM), for inactives: at the highest dose activation, most hits filed as activators; further: potency means the concentration at half of the fitted maximal effect; % of control where 0% means no effect
# D3 antag: antagonists of human D3 dopamine receptor. actives 2.5% (n = 360,000). max response, negative = inhibition, %. D3R cells, DiscoveRx beta-arrestin luminescence, antagonist mode; hits give low values. P35462. AID 652054; in the data active means max response below about -50%; inconclusive means no clear call, values can overlap the other calls; further: on the % scale 0 is the no-effect control and ±100 the full control effect; mostly tested at two doses, the higher about 12 µM
#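 Cells plated overnight at 1500 cells/well, then exposed to library compounds with dopamine controls for 90 minutes at 37 degrees C. DiscoveRx reagent added for 30–60 minutes at room temperature; luminescence read, quantitative HTS format.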
# aSyn rescue: alpha-synuclein toxicity inhibition in yeast | Yeast expressing alpha-synuclein, growth rescue, BacTiter-Glo, 24 h | actives 0.14% (n = 370,000) | Potency, µM (top dose mostly 46.1 µM), inactives show top-dose growth rescue (activation), actives largely listed as activators; further: potency means the concentration at half of the fitted maximal effect; % of control where 0% means no effect; nearly all actives have a fitted effect of over 65% in size
#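 Screening used galactose-induced yeast with toxic alpha-synuclein levels, exposed to compound for 24 hr at 30 deg C. Cell growth, read with BacTiter-Glo luminescence, gave the measured signal.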
# HEK293 tox: cytotoxicity in counter-screen for GLP-1R inverse agonists; HEK293 cAMP-luciferase reporter cells, luminescence, 24 h; Potency, µM (titrated, usually from 38.3 µM), without a hit: at the top dose activity change, negative = inhibition, most hits filed as inhibitors; actives 0.13% (n = 410,000); AID 624418;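 further: loss of luciferase light is scored as toxicity; potency means the concentration at half of the fitted maximal effect; on the % scale 0 is the no-effect control and ±100 the full control effect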
#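 Here, cytotoxicity is scored as loss of luminescence. The MLSMR collection was tested on cells seeded in medium containing 10% Nu serum, with a 24 hr compound exposure preceded by 12 hours of culture.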
# TDP43 rescue: inhibitors of TDP-43 toxicity in yeast. TDP-43 expressing yeast growth rescue, BacTiter-Glo, 24 h. Potency, µM (top dose mostly 46.1 µM), for the others: top-dose growth rescue (activation), actives largely listed as activators. actives 1.8% (n = 410,000); further: potency means the concentration at half of the fitted maximal effect; % of control where 0% means no effect; nearly all actives have a fitted effect of over 50% in size
#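 Galactose-induced TDP-43 yeast, OD600=0.02, compound pinned; 24 hr, 30 deg C; BacTiter-Glo luminescence for growth. Inhibitors of TDP-43 toxicity read as activators.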
# KB-V1 cytotox: kills drug-selected multidrug resistant KB-V1 cells; actives 3.4% (n = 400,000); Potency, µM (titrated, usually from 46.1 µM), for inactives: at the highest dose activity change, negative = cytotoxicity, usual class: cytotoxic; KB-V1 MDR cells viability, CellTiter-Glo, 72 h; further: potency means the concentration at half of the fitted maximal effect; on the % scale 0 is the no-effect control and ±100 the full control effect; nearly all actives have a fitted effect of over 60% in size
#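 Cytotoxicity via CellTiter-Glo luminescence after 72 h compound exposure at 37 degrees C. Cells: drug-selected KB-V1 line, DMEM phenol-red free plus 10% FBS. Compounds tested at multiple concentrations; normalized data fitted to concentration-effect curves.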
# Active calls of the source: *; i = inactive; ? = inconclusive; . = not tested or not shown; [ ] = another dose, or the depositor's remark. Unless noted, the call rests on the fitted dose curve; in most records, active means well fitted curve in the direction sought with a large enough effect; inconclusive means small, poorly fitted or top-dose-only effect, or another doubt; inactive means no such curve, though single readings can be large; an effect the other way counts as inactive or inconclusive.
SMILES,DRD3 agonist,PTHR1 agonist,GLP1R inv ag,GLP-1R agonist,D3 antag,aSyn rescue,HEK293 tox,TDP43 rescue,KB-V1 cytotox
COc1ccc(/C=C/C(=O)NCCc2c[nH]c3ccccc23)cc1OC,0,-14%,4%,11%,-12,3%,-22%,9%,-4%
CCc1ccccc1NC(=O)CSc1ncc2c(n1)-c1cc(Cl)ccc1N(Cc1ccccc1)S2(=O)=O,-2,i,?,.,.,.,1%,?,-1%
COc1ccccc1CNC(=O)c1cnn2c(C(F)F)cc(C)nc12,-3,i,131%[activator],30%,-3,8%,-24%,29%,-19%
COc1cccc(/C=C/C(=O)OCC(=O)N2c3ccccc3CC2C)c1OC (stereo not given),3,i,?,1%,-2,-4%,5%,-13%,-9%
O=C1C2CCCN2C(c2ccccc2F)N1c1cccc(Cl)c1 (stereo not given),1,-17%,1%,-5%,-18,-5%,9%,7%,-4%
CC(C)N1CCN(Cc2cccn2-c2cccnc2)CC1CCO (stereo not given),-2,-16%,-10%,0%,-2,-1%,-1%,-14%,2%
O=C(CSc1ncnc2nc[nH]c12)Nc1ccc(Br)cc1Cl,-3,-1%,33%[activator],10%,18,4%,5%,16%,?
CCOc1ccc(OCC(=O)Nc2nnc3n2CCS3)cc1,-11,i,4%,7%,.,-6%,3%,10%,10%
Cc1cc(Cl)cc(C)c1OCC(=O)N1CCN(c2ncccn2)CC1,6,-29%,18%,-6%,16,0%,5%,13µM*,18%
O=C(NCc1ccncc1)C1CCN(S(=O)(=O)Cc2ccccc2)CC1,0,?,-8%,-1%,-7,-4%,12%,-23%,0%
O=C(O)c1cccc(Nc2nc(-c3cc4ccccc4oc3=O)cs2)c1,4,-19%,62%[activator],-5%,7,-1%,149%[activator],-18%,?
CNC(=O)C(=O)NCC1CCCN1S(=O)(=O)c1cccs1 (stereo not given),5,i,36%,13%,7,1%,-1%,-1%,18%
CCOC(=O)c1c(NC(=O)CSc2cn(CCNC(=O)c3ccc(OC)c(OC)c3)c3ccccc23)sc2c1CCCC2,-1,-7%,13%,1%,.,.,7%,8%,11%
CCN(CC)C(=O)Oc1ccc2oc(=O)cc(-c3cc4cccc(OC)c4o3)c2c1,2,-10%,20%,3%,13,11%,-11%,10%,?
CCN(CC)C(=O)[C@H]1C[C@H](CC(=O)NC/C=C(\C)CCC=C(C)C)C(=O)N2CCc3c([nH]c4cc(CCC(=O)N(C)C)ccc34)[C@]12C,-6,-48%[inhibitor],?,8%,-8,-5%,-10%,?,?
Cc1ccc(-n2nnnc2SCC(=O)N2Cc3ccccc3CC2C(=O)O)cc1 (stereo not given),-1,-2%,7%,-4%,-2,-5%,6%,-21%,?
CCOc1ccc(-c2c(C(=O)N/N=C/c3ccccc3)nnn2-c2nonc2N)cc1,4,i,-17%,13%,-4,-5%,17%,-6%,-1%
CCOC(=O)N1CCN(C(=O)c2cn(-c3ccc(C)c(C)c3)c(=O)c3ccccc23)CC1,7,i,1%,2%,?,-2%,2%,20%,-15%
CCOC(=O)C1(Cc2cccc(F)c2)CCN(Cc2cnn(CC)c2C)CC1,-8,-13%,?,9%,-15,-1%,-11%,-14%,2%
Cc1cc[n+](-c2nc3ccccc3nc2C(=C=[N-])C#N)cc1,2,-14%,3%,1%,?,-6%,-20%,2%,-6%
CC1(N=Cc2cc(Cl)ccc2O)COP(=O)(Nc2ccccc2)OC1 (stereo not given),5,i,6%,0%,-2,15%,-4%,-4%,3%
CCCOC(=O)NC(CC)COC(=O)Nc1cccc(C)c1C (stereo not given),7,i,?,-1%,16,3%,-3%,21%,-33%
O=C(c1ccc(Cl)cc1)N1CCC(O)(CSc2ccccc2)CC1,2,-3%[57.5 µM],-22%,7%,17,5%,-3%,0%,-1%
CC(C)(C)OC(=O)N[C@@H](Cc1ccccc1)C(=O)N[C@@H](CO)[C@H](O)[C@@H]1C[C@@H]1C(=O)N1CCCC1,-9,-12%,17%,-4%,0,-1%,-32%,0%,15%
CCc1ccc(/C=C2\SC(=S)N(CCCC(=O)N3CCN(C)CC3)C2=O)cc1,-5,i,10µM*,2%,33,4%,?,-7%,-27%
CCOC(=O)c1cc(-c2cccc([N+](=O)[O-])c2)n[nH]1,-1,-7%,18%,12%,-10,-4%,18%,?,-3%
CC1(C(=O)NS(=O)(=O)C2CC2)CCN(C(=O)COc2ccc(Cl)cc2Cl)C1 (stereo not given),8,-14%,-1%,-7%,-23,0%,2%,22%,3%
Fc1ccc2cnc(-c3cccnc3)cc2c1,10,i,42%[activator],15%,23,1%,11%,10%,5%
CCc1ccc(CNCc2c(C(=O)O)n(Cc3ccc(F)cc3Cl)c3cc(OC)ccc23)cc1,-22,-33%[inhibitor],9%,-5%,.,.,3%,-12%,-1%
CCOc1ccc(-n2c(C)nc3c(cnn3-c3ccc(Cl)cc3)c2=O)cc1,2,-14%,?,-5%,2,-11%,-2%,-9%,18%
COc1cccc(C(=O)OCC(=O)NCCCc2ccccc2)c1,23,i,3%,-1%,-16,-6%,0%,14%,21%
Cc1cccc(C)c1NC(=O)CCCSc1nnc(-c2ccc(F)cc2)n1-c1ccccc1,4,-50%[inhibitor],?,1%,6,0%,-13%,20%,2.3µM*
CCC(Sc1nnc(-c2ccc(C)c(Cl)c2)n1CC)C(=O)Nc1nccs1 (stereo not given),-7,-41%[inhibitor],6.3µM*,7%,24,12%,0%,14%,?
Cc1cccc(CN2CCC(CNC(=O)CSc3cc(=O)n(C)c4cc(Cl)ccc34)CC2)c1,15,i,?,4%,-15,14%,-7%,-4%,-9%
Cc1onc(-c2ccccc2)c1C(=O)OCC(=O)N(C)c1ccccc1,-7,i,?,1%,-4,-4%,-3%,21%,0%
COC(=O)C1=C(C(=O)OC)[C@@H]2N(Cc3ccccc3)c3ccccc3[C@@]23C[C@@H](C(=O)OC)N(C(=O)COCc2ccccc2)C3=N1,-2,i,?,-4%,11,-1%,-12%,-7%,-17%
COc1ccc(C)cc1C(=O)CCC(=O)NC1CCCCC1,-14,0%,?,-4%,1,-1%,2%,.,-3%
CC(=O)Nc1ccc(Nc2cc(C)nc3c(-c4ccccc4)c(C)nn23)cc1,5,?,-13%,19%,5,-3%,?,3%,14%
O=C(NCCN1CCN(c2ccccc2)CC1)C1(S(=O)(=O)c2ccc(Cl)cc2)CC1,-1,-19%,-5%,5%,-53*,7%,-17%,18%,15%
COc1ccccc1N=NNc1ccc(S(=O)(=O)NC(C)=O)cc1,-2,i,31%[activator],-3%,0,-2%,-5%,-5%,6%
O=C(NCC1CCCO1)c1cccc(S(=O)(=O)N(Cc2ccccc2)c2ccccc2)c1 (stereo not given),-5,i,?,6%,-15,-2%,-18%,-9%,8.2µM*
C=CCNC(=O)NC(=O)COC(=O)/C(C#N)=C/c1cc(C)n(CC(C)C)c1C,10,-11%,10%,8%,13,1%,3%,-6%,0%
C=Cc1ccc(Cn2c(=O)n(-c3ccccc3C)c(=O)c3c4c(sc32)CN(C(C)=O)CC4)cc1,-1,i,-20%,.,.,.,-15%,?,-8%
CCOc1ccc(S(=O)(=O)Nc2nc3cc(OC)ccc3s2)cc1,4,-3%[57.5 µM],9%,2%,4,-11%,14%,-15%,10%
COc1ccccc1C(=O)C1CCCN(C(=O)c2ccc(Cl)cc2)C1 (stereo not given),-5,-18%,?,9%,-19,12%,1%,4%,?

# 2 of these compounds in another layout.
> C=Cc1ccc(Cn2c(=O)n(-c3ccccc3C)c(=O)c3c4c(sc32)CN(C(C)=O)CC4)cc1
  DRD3 agonist: -1
  PTHR1 agonist: i
  GLP1R inv ag: -20%
  GLP-1R agonist: .
  D3 antag: .
  aSyn rescue: .
  HEK293 tox: -15%
  TDP43 rescue: ?
  KB-V1 cytotox: -8%

> C=CCNC(=O)NC(=O)COC(=O)/C(C#N)=C/c1cc(C)n(CC(C)C)c1C
  DRD3 agonist: 10
  PTHR1 agonist: -11%
  GLP1R inv ag: 10%
  GLP-1R agonist: 8%
  D3 antag: 13
  aSyn rescue: 1%
  HEK293 tox: 3%
  TDP43 rescue: -6%
  KB-V1 cytotox: 0%

# Grouped by structure, those above with an aryl thioether with sulfur outside any ring
SMILES,DRD3 agonist,PTHR1 agonist,GLP1R inv ag,GLP-1R agonist,D3 antag,aSyn rescue,HEK293 tox,TDP43 rescue,KB-V1 cytotox
CCc1ccccc1NC(=O)CSc1ncc2c(n1)-c1cc(Cl)ccc1N(Cc1ccccc1)S2(=O)=O,-2,i,?,.,.,.,1%,?,-1%
O=C(CSc1ncnc2nc[nH]c12)Nc1ccc(Br)cc1Cl,-3,-1%,33%[activator],10%,18,4%,5%,16%,?
CCOC(=O)c1c(NC(=O)CSc2cn(CCNC(=O)c3ccc(OC)c(OC)c3)c3ccccc23)sc2c1CCCC2,-1,-7%,13%,1%,.,.,7%,8%,11%
Cc1ccc(-n2nnnc2SCC(=O)N2Cc3ccccc3CC2C(=O)O)cc1 (stereo not given),-1,-2%,7%,-4%,-2,-5%,6%,-21%,?
O=C(c1ccc(Cl)cc1)N1CCC(O)(CSc2ccccc2)CC1,2,-3%[57.5 µM],-22%,7%,17,5%,-3%,0%,-1%
Cc1cccc(C)c1NC(=O)CCCSc1nnc(-c2ccc(F)cc2)n1-c1ccccc1,4,-50%[inhibitor],?,1%,6,0%,-13%,20%,2.3µM*
CCC(Sc1nnc(-c2ccc(C)c(Cl)c2)n1CC)C(=O)Nc1nccs1 (stereo not given),-7,-41%[inhibitor],6.3µM*,7%,24,12%,0%,14%,?
Cc1cccc(CN2CCC(CNC(=O)CSc3cc(=O)n(C)c4cc(Cl)ccc34)CC2)c1,15,i,?,4%,-15,14%,-7%,-4%,-9%

# An excerpt, so the mix of outcomes need not match the whole.
